Source: PubChem BioAssay (Sanford-Burnham Center for Chemical Genomics)
Artemis inh = Artemis (human) endonuclease inhibition; Q96SD1; recombinant Artemis, quenched FAM hairpin cleavage fluorescence; inhibition, % at 10 µM; hit rate 0.78% among 30,000; AID 686954;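 active = at 10 µM dose, at least 30% inhibition, measured as corrected fluorescence normalized to stimulator and neutral control wells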
Target sequence (Q96SD1 whole entry, looked up): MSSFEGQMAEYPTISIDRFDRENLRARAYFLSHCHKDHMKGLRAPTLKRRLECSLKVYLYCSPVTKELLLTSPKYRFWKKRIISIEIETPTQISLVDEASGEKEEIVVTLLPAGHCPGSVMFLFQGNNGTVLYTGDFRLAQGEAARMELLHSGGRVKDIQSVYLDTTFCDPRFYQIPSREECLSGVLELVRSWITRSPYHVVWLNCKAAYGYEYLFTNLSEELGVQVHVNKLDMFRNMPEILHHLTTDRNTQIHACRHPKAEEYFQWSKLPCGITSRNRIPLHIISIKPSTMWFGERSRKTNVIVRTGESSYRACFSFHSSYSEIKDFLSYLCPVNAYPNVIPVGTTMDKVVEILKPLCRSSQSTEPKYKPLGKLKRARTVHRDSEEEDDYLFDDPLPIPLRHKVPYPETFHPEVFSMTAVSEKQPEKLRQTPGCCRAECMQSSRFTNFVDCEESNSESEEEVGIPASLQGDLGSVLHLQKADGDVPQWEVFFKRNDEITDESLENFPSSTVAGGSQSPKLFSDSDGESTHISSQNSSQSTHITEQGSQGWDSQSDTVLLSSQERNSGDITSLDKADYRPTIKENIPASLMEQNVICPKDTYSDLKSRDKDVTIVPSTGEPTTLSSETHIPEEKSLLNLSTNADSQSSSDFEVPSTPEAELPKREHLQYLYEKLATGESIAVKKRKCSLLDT
Active calls of the source: *. A portion of the library; the hit share may differ from the screen's.

The opening 4 entries (preview)
canonical_smiles	Artemis inh
CC(C)(C)OC(=O)N[C@@H](Cc1ccccc1)C(=O)N1CCC(C(=O)O)CC1	3
CCOC(=O)c1cc(NC(=O)OC)c(C)nc1C	-5
O=C(CSc1nnnn1-c1ccccc1)Nc1ncc2c(n1)CC(c1ccco1)CC2=O (stereo not given)	2
C=CCN1C(=O)C(Cc2ccc(OC)cc2)S/C1=N\N=C\c1cccs1 (stereo not given)	-4

The list itself (from the top)
canonical_smiles	Artemis inh
CC(C)(C)OC(=O)N[C@@H](Cc1ccccc1)C(=O)N1CCC(C(=O)O)CC1	3
CCOC(=O)c1cc(NC(=O)OC)c(C)nc1C	-5
O=C(CSc1nnnn1-c1ccccc1)Nc1ncc2c(n1)CC(c1ccco1)CC2=O (stereo not given)	2
C=CCN1C(=O)C(Cc2ccc(OC)cc2)S/C1=N\N=C\c1cccs1 (stereo not given)	-4
O=C(NC1CCCCC1)C1CC=CCC1C(=O)OCC(Cl)=C(Cl)Cl (stereo not given)	6
CCCC(=O)Nc1nn(C)c2nc3c(C)cccc3cc12	-3
FC(F)(F)c1cc(-c2ccccc2)nc(N2CCCCC2)n1	-2
COc1cc(C(=O)Nc2cccc3cccnc23)cc(OC)c1OC	-2
CCOc1ccc(C(C)(C)C)cc1S(=O)(=O)N1CCOCC1	-4
O=C(NCCSc1ccccc1)c1cncc(Br)c1	-9
N=c1c[n+](-c2ccc(Cl)cc2)[n-]o1	-1
COc1ccc2cc(CCNC(=O)C3CC3)c(=O)[nH]c2c1	0
COc1ccc(C(c2nnnn2Cc2ccc(F)cc2)N2CCN(c3ccc(OC)cc3)CC2)cc1 (stereo not given)	18
CC1CCCN(CCC(=O)c2ccc(Br)cc2)C1 (stereo not given)	-3
FC(F)(F)c1cnc(Oc2ccccc2-c2nnco2)c(Cl)c1	1
O=c1/c(=C/c2ccc([N+](=O)[O-])cc2)sc2n1CCCN=2	2
COC(=O)Nc1cc(C)nc2ccccc12	0
C/C(=N/OC(=O)c1ccc(C)cc1)c1cccs1	-2
COc1cc(C(=O)Sc2ccc(C)cc2)cc(OC)c1OC	2
Cc1cc(NC(=O)Nc2cccc3ccccc23)no1	3
Cc1ccc(NC(=O)CSCC(=O)Nc2ccc(N3CCOCC3)c(Cl)c2)cc1	1
CC(C)(C)NS(=O)(=O)c1ccc(-c2csnn2)s1	-8
Cc1ccc(CN(c2ccc(C(=O)N3CCCC3)cc2)S(C)(=O)=O)cc1	-4
C/C(=N\c1nc2ccccc2n1C)c1cc(Cl)ccc1O	-1
O=C1CC2CS(=O)(=O)CC2N1c1ccc(Cl)cc1Cl (stereo not given)	4
CCN(CC)c1ccc(NC(=O)CN2CCN(CC(=O)Nc3ccccc3F)CC2)cc1	4
COc1ccc(N/C=C/C(=O)c2ccc(Oc3ncccn3)cc2)cc1	1
CCOC(=O)Cc1csc(NC(=O)C2C3C=CC(C3)C2C(=O)O)n1 (stereo not given)	-12
COc1ccc(C2/C(=C(/O)c3ccccc3)C(=O)C(=O)N2CO)cc1 (stereo not given)	18
O=C(Oc1ccc(-c2nnco2)cc1)N1CCCCC1	0
COc1cccc(-n2ccnc2SCC(=O)N2CCc3ccccc32)c1	-3
O=C(Nc1cccc(F)c1)NC1(C(=O)N2CCN3CCCC3C2)CCCCC1 (stereo not given)	1
O=C(OCC(=O)N1CCN(C(=O)c2ccco2)CC1)c1ccc(S(=O)(=O)N2CCCCC2)cc1	-4
CCOc1cc(C)c(Cl)cc1S(=O)(=O)NCc1ccco1	-9
CCOC(=O)C1=C(SCC(=O)Nc2ccccc2)NC(=O)C(C#N)C12CCCCC2 (stereo not given)	-4
C/C(=N\OC(=O)c1ccc(OC(C)C)cc1)c1ccc(C)c(C)c1	14
O=C(CSCCc1ccccn1)Nc1cccnc1	-2
O=C(Cc1ccc(F)cc1)NC1CCCC1	-3
CCn1cc(C(=O)NCc2ccc3c(c2)OCO3)c(=O)c2cc(F)c(N3CCN(C(=O)c4ccco4)CC3)cc21	17
C=CCSC1=C(C#N)C(c2cccc(OC)c2)CC(=O)N1 (stereo not given)	9
O=C(Cc1cn2ccsc2n1)Nc1nc2c(s1)CN(Cc1ccccc1)CC2	57*
O=C(C1CCCO1)N1CCN(Cc2c(O)ccc3ccccc23)CC1 (stereo not given)	1
CCC(=O)N1CCCc2cc(S(=O)(=O)N3CCCc4ccccc43)ccc21	2
O=C(NCC(=O)N(Cc1cccs1)C(C(=O)NC1CCCC1)c1cccnc1)c1ccco1 (stereo not given)	5
Cc1nc(CS(=O)(=O)c2ccc(Cl)cc2)cc(Sc2ccc(Cl)cc2)n1	-1
COc1ccc(NC(=O)CSc2ccc(C)cc2)cc1	8
O=C(Nc1ccccc1)c1cnc[nH]1	5
Cn1c2ccccc2c2cnn(CC(=O)O)c(=O)c21	-8
COc1ccc(CC(=O)N(Cc2cc3cc(OC)ccc3[nH]c2=O)C(C)C)cc1	-4
CC(C)C(NC(=O)C1CCCCC1)C(=O)Nc1ccncc1 (stereo not given)	-10
CCCCNC(=O)Nc1c(C(=O)OCC)[nH]c2ccccc12	-11
O=C(NS(=O)(=O)c1ccccc1)c1ccccc1O	2
COc1cc(C(=O)Nc2ccc3c(c2)OCCO3)ccc1OC(C)C	-6
O=C(Nc1ccc2nc(-c3ccco3)c(-c3ccco3)nc2c1)NC1CC1	50*
CCCNC(=O)c1ccc2snnc2c1	-5
O=C(CCNS(=O)(=O)c1ccc(Br)s1)N1CCN(c2ccccc2)CC1	1
CCOCCCNCc1ccc(OC)c(OC)c1	1
CCCCN1C(=O)C2C(C(=O)Nc3cccc(OC)c3)C3C=CC2(O3)C1C(=O)NC1CCCCC1C (stereo not given)	-2
CN(CCc1ccccn1)C(=O)c1nn2c(C(F)(F)F)cc(-c3ccco3)nc2c1Cl	-1
O=C(CN1CCN(C(=O)c2ccco2)CC1)Nc1c2c(nc3c1CCC3)CCCC2	8

(cont.)
canonical_smiles	Artemis inh
O=[N+]([O-])c1ccc(-c2cc(-c3ccc(Cl)cc3)n[nH]2)cc1	-1
CCC1CCc2c(sc3nc(SCC(=O)NCc4ccco4)n(-c4ccccc4)c(=O)c23)C1 (stereo not given)	17
COC(=O)Nc1c(-c2ccccc2)nc2ccc(C)cn12	5
Cc1cc(C)cc(C(=O)N(NC(=O)Nc2ccc(Cl)cc2)C(C)(C)C)c1	1
C=CCOC(=O)C1C(=O)CC(C)(O)C(C(=O)OCC=C)C1c1ccc(OC)cc1 (stereo not given)	2
CCOC(=O)Cc1c(C)nc2cc(C)nn2c1C	-8
Cc1cc(N2CCN(C(=O)c3ccco3)CC2)nc(-c2ccccc2)n1	-1
O=C1Nc2c(c(=O)[nH]c(=O)n2-c2ccccc2)C1(Nc1ncccn1)C(F)(F)F (stereo not given)	6
Cc1ccc(C(=O)NCC2CCCO2)cc1N1CCCC1=O (stereo not given)	3
Cc1sc2nc3ccc(N4CCCCC4)nn3c(=O)c2c1C	11
C/C(=C\C(=O)c1ccncc1)Nc1ccccc1O	2
O=C(/C=N/O)NCC1CCNCC1	-7
C/C(CC(=O)Nc1ccc(OCc2ccccc2)cc1)=N\NC(=O)C(=O)Nc1ccc(C)c(Cl)c1	6
Cc1cc(S(=O)(=O)NC2CCCCC2)ccc1OCC(=O)NCc1ccccn1	3
CC(C)CCOc1ccc(C2(C)NC(=O)N(CN3CCOCC3)C2=O)cc1 (stereo not given)	0
COc1ccc2nc(SCC(=O)Nc3ccccc3C#N)[nH]c2c1	2
O=C(O)CSC1CC(=O)N(c2ccc(Cl)c(Cl)c2)C1=O (stereo not given)	-2
CCN(C(=O)c1cc2ccccc2oc1=O)c1ccccc1	0
CCN1/C(=C(\O)c2ccccc2)C(=O)c2ccccc2S1(=O)=O	12
Cc1ccc(SCCNC(=S)Nc2cc(C)ccc2C)cc1	8
Clc1ccc(NCc2nnc3n2CCCCC3)cc1	-4
CCCCNc1ncnc2c1cnn2-c1ccccc1	0
COC(=O)C1=C(C)N(C)C(=O)NC1c1ccccc1 (stereo not given)	0
CC1CCN(S(=O)(=O)c2cccc(C(=O)NCc3cccs3)c2)CC1	8
CCOc1ccccc1NC(=O)CN1CCC(NC(=O)c2ccccc2)CC1	2
Cc1cccc(NC(=S)NN(Cc2ccccc2)c2ccccc2)c1C	2
Cc1cc(N2C(=O)C(=O)/C(=C(/O)c3ccccc3)C2c2cccs2)no1 (stereo not given)	0
c1ccc(-c2nc(N3CCOCC3)c3ccccc3n2)nc1	8
Cc1cccc(-c2ccc(C=Nc3c(C)n(C)n(-c4ccccc4)c3=O)o2)c1	9
Cc1ccc(S(=O)(=O)CCC(=O)N2CCc3ccccc32)cc1	-1
CC(=O)Nc1ccc2nc(SCC(=O)O)sc2c1	1
CCOc1ccc(N2C(=O)CC(NC3CCCCNC3=O)C2=O)cc1 (stereo not given)	-3
O=C1C=C(c2ccccc2)CC(c2cccs2)C1n1cnc([N+](=O)[O-])c1 (stereo not given)	20
COc1ccc(CCNC(=S)Nc2cc(C)ccc2C)cc1	3
CCOC(=O)CSc1nc(N(C)C)nc(N(C)C#N)n1	1
Cc1ccc(CNC(=O)c2cn(C3CCCCC3)c(=O)c3c2c2ccccc2n3C)o1	13
CCCn1c(C)cc(C(=O)COC(=O)c2c(C)nn(-c3ccccc3)c2C)c1C	11
COc1ccc(C(c2nnnn2CC2CCCO2)N2CCN(c3cccc(C)c3C)CC2)cc1 (stereo not given)	4
CCCOc1ccc(C(=O)NNC(=S)NC(=O)c2cc(-c3ccccc3)nc3ccccc23)cc1	11
Cc1nnc(SCC(=O)NCCOc2ccc(Cl)cc2)n1-c1ccccc1	-4
CN/C=C1\C(=O)C(C)(C)Oc2ccc3ccc(=O)oc3c21	2
CC1=C(C(=O)OCc2ccccc2)C(c2ccsc2)C(C#N)=C(N)O1 (stereo not given)	-5
Cc1nn(-c2ccccn2)c2c1C(c1ccsc1)C1=C(CCCC1=O)N2 (stereo not given)	3
CC(OC(=O)c1nsc(Cl)c1Cl)C(=O)NC(C)(C)C (stereo not given)	-13
CCOC(=O)c1sc(NC(=O)CSc2nncs2)c(C(=O)OCC)c1C	1
O=C(O)c1ccc(NS(=O)(=O)c2ccc(Cl)c(Cl)c2)cc1O	5
CCN(CC)Cc1c(O)c(Cl)cc2c3c(c(=O)oc12)CCCC3	14
CCN(CC)CCNC(=O)c1nn(-c2ccc(C)cc2)c(=O)c2c1c1ccccc1n2C	3
CCOc1cc(-c2nc(-c3ccccc3OC)no2)cc(OCC)c1OCC	-2
Cc1cccc(C(=O)NC(=S)Nc2ccc(S(=O)(=O)N3CCCCC3)cc2)c1	4
CC1=CC(C)(C)N2C(=O)C3(C(C#N)=C(N)Oc4cc(O)ccc43)c3cccc1c32 (stereo not given)	4
COc1ccccc1OCC(=O)Nc1oc(-c2ccccc2)c(-c2ccccc2)c1C#N	15
CCCC(CCC)C(=O)NNc1cc(=O)c2c(=O)n(C)c(=O)n(C)c2[nH]1	-2
CCOC(=O)C1=C(C)NC2=C(C(=O)c3ccccc32)C1c1cccnc1 (stereo not given)	5
O=C(NCC(=O)N(Cc1ccc(F)cc1)C(C(=O)NC1CCCC1)c1ccco1)c1ccco1 (stereo not given)	-6
CN(Cc1cccs1)C(=O)CSc1nnnn1C	0
CCOC(=O)C1CCN(C(=O)COc2cc(C)c(Br)c(C)c2)CC1	2
CCOc1cnn(-c2cc(Oc3ccc(C)cc3)ncn2)c(=O)c1Cl	-3
COc1cccc(Nc2nnc(SCc3cc([N+](=O)[O-])cc4c3OCOC4)s2)c1	-8
CCCc1nc(N2CCOCC2)c(C#N)c2c1CCCC2	0

Ordered by molar mass (largest number first): part of the list above
canonical_smiles	Artemis inh
Cc1nn(-c2ccccn2)c2c1C(c1ccsc1)C1=C(CCCC1=O)N2 (stereo not given)	3
CC(OC(=O)c1nsc(Cl)c1Cl)C(=O)NC(C)(C)C (stereo not given)	-13
CN(Cc1cccs1)C(=O)CSc1nnnn1C	0

(more compounds)
canonical_smiles	Artemis inh
O=c1c2cc(Cl)ccc2oc2nc3n(c(=O)c12)CCCS3	3
Cc1n[nH]c(=S)n1/N=C/c1ccc(-c2ccccc2[N+](=O)[O-])o1	-5
N#C/C(C(=O)NCc1ccco1)=C1/SC(Cc2ccc(Cl)cc2)C(=O)N1c1ccccc1 (stereo not given)	-2
CCOC(=O)c1ccccc1NC(=O)N1CCn2c(C)ccc2C1CC (stereo not given)	-2
COc1cc2ncnc(NCc3ccc(C)cc3)c2cc1OC	-11
CCOC(=O)c1ccc(NC(=O)CC2C(=O)N(c3cccc(OC)c3)C(=O)N2CCOC)cc1 (stereo not given)	-12
CCCC(=O)NC(=S)Nc1ccccc1C(=O)OC	-4
Cc1c(C(=O)/C=C/c2cccs2)oc2ccc(F)cc12	2
Cc1ccc(S(=O)(=O)N2CCN(C(=O)c3nn(C(C)C)c(=O)c4ccccc34)CC2)cc1C	9
Cc1ccc(C(=O)O/N=C(\N)c2ccc(Br)cc2)cc1	-5
COc1ccc(NC2=CC(=O)CC(c3ccc(C)cc3)C2)c(OC)c1 (stereo not given)	-6

As a short view, some entries already given.
canonical_smiles	Artemis inh
CC(C)(C)OC(=O)N[C@@H](Cc1ccccc1)C(=O)N1CCC(C(=O)O)CC1	3
CCOC(=O)c1cc(NC(=O)OC)c(C)nc1C	-5
O=C(CSc1nnnn1-c1ccccc1)Nc1ncc2c(n1)CC(c1ccco1)CC2=O (stereo not given)	2
C=CCN1C(=O)C(Cc2ccc(OC)cc2)S/C1=N\N=C\c1cccs1 (stereo not given)	-4
